TGFb inhibitor: qHTS for Inhibitors of TGF-b | Potency, µM (doses to about 46.1 µM), without a hit: at the top dose activity, negative = inhibition, usual class: inhibitors | AID 588855, 2011 | 410,000 tested, 1.2% active | HepG2 CAGA-GFP TGF-b/SMAD3 reporter, GFP fluorescence, 18 h; TGF-beta stimulated, 500 pg/mL final; further: potency means the concentration at half of the fitted maximal effect; on the % scale 0 is the no-effect control and ±100 the full control effect; nearly all actives have a fitted effect of over 65% in size
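Inhibition was scored as loss of TGF-beta-induced (500 pg/mL final, 18 hours, 37 degrees C) GFP in HEPG2 cells carrying a CAGA-GFP reporter, in DMEM with 1% FBS. Well GFP was summed per cell; Activity was normalised to unstimulated and stimulated DMSO wells, then concentration-response fitting.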
A549 tox: Nrf2 qHTS screen for inhibitors: counterscreen for cytotoxicity; 390,000 tested, 0.16% active; A549 ARE-Fluc cells, CellTiter-Fluor viability, 18-24 h; AID 504648, 2011; Potency, µM (series often up to 46 µM), for the others: at the highest dose activity change, negative = cytotoxicity, actives largely listed as inhibitors; further: potency means the concentration at half of the fitted maximal effect; on the % scale 0 is the no-effect control and ±100 the full control effect
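Cytotoxicity counterscreen: CellTiter-Fluor fluorescence was measured in A549 ARE_Fluc cells after 18-24 h of compound exposure in a concentration series. The subsequent BugLite luminescent read reports ARE-luciferase activity.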
EPAC2 ag: qHTS for Agonist of cAMP-regulated guanine nucleotide exchange factor 4 (EPAC2): primary screen; Rap guanine nucleotide exchange factor 4 (Homo sapiens), Q8WZA2; EPAC2 activation, biochemical qHTS; response scale: 100% = 6.5 mM cAMP response; Potency, µM (titrated, usually from 154 µM), inactives show at the top dose activation, hits mostly activators; 360,000 tested, 0.079% active; further: potency means the concentration at half of the fitted maximal effect; nearly all actives have a fitted effect of over 50% in size
Target sequence (Q8WZA2 whole entry, looked up): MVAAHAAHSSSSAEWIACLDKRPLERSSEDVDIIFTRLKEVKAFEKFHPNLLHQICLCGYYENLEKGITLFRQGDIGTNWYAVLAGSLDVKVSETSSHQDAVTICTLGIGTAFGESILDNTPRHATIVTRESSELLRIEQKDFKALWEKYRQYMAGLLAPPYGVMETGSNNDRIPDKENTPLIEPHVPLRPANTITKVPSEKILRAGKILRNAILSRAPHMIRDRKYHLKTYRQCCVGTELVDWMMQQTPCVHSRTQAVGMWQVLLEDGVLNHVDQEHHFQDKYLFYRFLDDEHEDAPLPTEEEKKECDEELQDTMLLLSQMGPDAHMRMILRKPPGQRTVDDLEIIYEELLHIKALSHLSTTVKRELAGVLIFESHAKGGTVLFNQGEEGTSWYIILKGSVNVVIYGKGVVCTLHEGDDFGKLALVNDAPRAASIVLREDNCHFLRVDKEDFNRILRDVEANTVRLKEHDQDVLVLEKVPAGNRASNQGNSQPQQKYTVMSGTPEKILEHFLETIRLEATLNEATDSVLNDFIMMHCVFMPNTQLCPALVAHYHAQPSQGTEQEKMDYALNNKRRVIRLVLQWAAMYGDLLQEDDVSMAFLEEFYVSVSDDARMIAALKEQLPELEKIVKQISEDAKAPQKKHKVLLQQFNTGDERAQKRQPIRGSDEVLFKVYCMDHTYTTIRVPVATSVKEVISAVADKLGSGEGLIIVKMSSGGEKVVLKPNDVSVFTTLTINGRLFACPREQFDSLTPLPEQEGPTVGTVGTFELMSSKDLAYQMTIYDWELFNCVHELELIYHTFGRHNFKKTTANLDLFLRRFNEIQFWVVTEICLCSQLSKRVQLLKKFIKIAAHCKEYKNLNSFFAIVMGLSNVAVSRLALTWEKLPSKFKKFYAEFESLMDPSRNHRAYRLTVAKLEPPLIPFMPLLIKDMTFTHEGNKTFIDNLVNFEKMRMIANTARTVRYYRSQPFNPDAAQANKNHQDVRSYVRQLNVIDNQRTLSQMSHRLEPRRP
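Compounds were titrated in qHTS against a Rap1B-BODIPY-GDP (250 nM) complex with EPAC2 (100 nM) and GDP (50 uM). BODIPY-GDP release tracked at 480/540 nm over 30 min at room temperature, normalized to 6.5 mM cAMP.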
pAkt inh: HTS Assay for Inhibitors of Akt Phophorylation: Primary Screen | Neuro2A IGF-stimulated pAkt S473 HTRF, 20 min; active compounds read low | activity change, % for hits at 50 µM | AID 651550, 2012 | 360,000 tested, 0.32% active; in the data active means activity change below about -80%; inconclusive means mostly about -51% to -80%; further: on the % scale 0 is the no-effect control and ±100 the full control effect
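Neuro2A cells in DMEM with 0.5% FBS, overnight at 37 deg C, given compound at single 50 µM final, then IGF (6 nM final) for 20 min at 37 deg C. Lysed; phospho-Akt Ser473 by HTRF after 24 h, 665/615 ratio.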
Nrf2 activator: qHTS of Nrf2 Activators; AREc32 ARE-luciferase reporter (MCF7-derived line), luminescence, 24 h; Potency, µM (highest dose often 46.1 µM), inactives show at the top dose activation, hits mostly activators; AID 624171, 2012; 410,000 tested, 0.31% active; further: potency means the concentration at half of the fitted maximal effect; % of control where 0% means no effect; nearly all actives have a fitted effect of over 65% in size
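ARE activation measured as luciferase luminescence (Steady-Glo, 30 min RT) in AREc32_Fluc cells after 24 hr compound exposure at 37 deg C, 5% CO2; cells seeded overnight at 1000/well in OPTI-MEM, 5% FBS.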
MmCpn inh: Inhibitors of TCP-1 ring complex (TRiC) of Methanococcus maripaludis (MmCpn): qHTS | purified Mm-Cpn ATPase, ADP Transcreener TR-FRET | Chaperonin Mm-Cpn (Methanococcus maripaludis) | AID 504842, 2011 | Potency, µM (top dose mostly 76.9 µM), without a hit: top-dose activity, negative = inhibition, hits mostly inhibitors | 330,000 tested, 0.031% active; further: potency means the concentration at half of the fitted maximal effect; on the % scale 0 is the no-effect control and ±100 the full control effect; nearly all actives have a fitted effect of over 80% in size
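Purified archaeal chaperonin (25 nM final) was preincubated with compound for 10 min at 37°C, then ATP (10 uM final) was added for 30 min at 37°C in Tris pH 7.4/KCl/MgCl2/DTT buffer. ADP was quantified by HTRF Transcreener TR-FRET.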
CCT modulator: High-Throughput Screening for Modulators of Cytosolic Chaperonin Activity | purified chaperonin ATPase assay, HTRF ADP detection, 30 min | activity change, % (no concentration beside the values), hits read low | AID 651819, 2012 | 360,000 tested, 0.3% active; in the data active means activity change below about -30%; further: on the % scale 0 is the no-effect control and ±100 the full control effect
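First, chaperonin was dispensed at 40 nM or 20 nM final depending on batch activity. Next, compounds were pinned at 76 uM and ATP added at 10 uM. After 30 min at 37 °C, ADP detection reagents ran 30 min at ambient temperature.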
EPAC2 antag: qHTS for Antagonist of cAMP-regulated guanine nucleotide exchange factor 2 (EPAC2): primary screen; Rap guanine nucleotide exchange factor 4 (Homo sapiens), Q8WZA2; EPAC2 GEF exchange of Rap1B-BODIPY-GDP, fluorescence; Potency, µM (doses to about 114 µM), for inactives: at the top dose activity, negative = inhibition, usual class: inhibitors; 360,000 tested, 0.18% active; AID 720708, 2013; further: potency means the concentration at half of the fitted maximal effect; on the % scale 0 is the no-effect control and ±100 the full control effect; nearly all actives have a fitted effect of over 45% in size; many of its hits are not listed in these tables
Nrf2 block: Nrf2 qHTS screen for inhibitors; A549 ARE-Fluc reporter, luciferase luminescence, 18-24 h; Potency, µM (top dose mostly 46 µM), inactives show top-dose activity change, negative = inhibition, usual class: inhibitors; 360,000 tested, 2.1% active; AID 504444, 2011; further: potency means the concentration at half of the fitted maximal effect; on the % scale 0 is the no-effect control and ±100 the full control effect; nearly all actives have a fitted effect of over 60% in size
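Two sequential reads on A549 ARE_Fluc cells exposed to compound for 18-24 h: a CellTiter-Fluor fluorescence read for viability, then a luciferase luminescence read for Nrf2/ARE activity.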
Active calls of the source: *; i = inactive; ? = inconclusive; nt = not tested or not shown; & = joins results of further samples; [ ] = remark or other dose. Unless noted, the call rests on the fitted dose curve; in most records, active means well fitted curve in the direction sought with a large enough effect; inconclusive means small, poorly fitted or top-dose-only effect, or another doubt; inactive means no such curve, though single readings can be large; an effect the other way counts as inactive or inconclusive. A portion of the library; the hit share may differ from the screen's.

Every second line gives: EPAC2 antag	Nrf2 activator	A549 tox	TGFb inhibitor	pAkt inh	CCT modulator	Nrf2 block	EPAC2 ag	MmCpn inh
CCCN1CCc2c(sc(NC(=O)c3ccc(S(=O)(=O)N4CCCC4)cc3)c2C(N)=O)C1
    4%	-0.6%	-9%	6%	i	1.8	11%	2%	-3%
Cn1cc(S(=O)(=O)N2CCOCC2)cc1C(=O)NCCc1ccccc1
    17%	0.2%	6%	1%	i	-0.8	12%	12%	-2%
O=C(NNc1ccc([N+](=O)[O-])cc1)Nc1ccccc1
    8%	3.0%	-14%	9%	i	-1.3	?	2%	1%
Cc1cc(-n2c(C)cc(C(=O)COc3cc(F)ccc3[N+](=O)[O-])c2C)no1
    -11%	?	0%	-13%	i	0.2	-14%	11%	-1%
CCc1ccc(CNC(=O)CCc2nnc(Cc3cccc(C(F)(F)F)c3)o2)nc1
    0%	-0.4%	0%	0%	i	0.1	9%	-8%	-2%
COc1ccc(CN(C)C(=O)c2ccc(NC(=O)CC3SC(N4CCCC4)=NC3=O)cc2)c(OC)c1 (stereo not given)
    -2%	3.1%	8%	-9%	i	-0.6	-18%	-10%	1%
CC(=O)NC(CC(=O)Nc1ccc(S(=O)(=O)N2CCCCC2)cc1)c1ccccc1 (stereo not given)
    3%	-0.1%	-6%	-34%	nt	-0.5	3%	-4%	?
Cc1cc(SCC(=O)NCCN2C(=O)CSC2=O)nc2c(C)cccc12
    -4%	-1.4%	1%	12%	i	-2.2	3%	3%	0%
COc1cccc(CNCCSc2nnnn2C)c1OCc1ccccc1
    nt	2.1%	-4%	32%[activator]	nt	nt	-8%	nt	nt
O=C(COc1cccc2cccnc12)N/N=C/c1ccc(O)cc1
    5%	0.4%	-5%	3%	i	0.5	-6%	-8%	3%
CCn1c(SCC(=O)NC(C)(C)C)nnc1-c1ccoc1C
    0%	0.4%	-12%	-2%	i	-1.9	-4%	2%	-1%
COc1ccc(-c2cc(NC=O)c3ncc(-c4ccc(OC)c(OC)c4)n3c2)cc1OC
    4%	4.4%[9.22 µM]	nt	2%	i	-0.5	nt	-6%	nt
N/C(=N\OC(=O)CN1C(=O)c2ccccc2C1=O)c1ccc(Cl)cc1
    13%	-0.4%	5%	-14%	i	-0.3	9%	1%	-3%
Cc1cc(C)cc(Oc2nc3c(C)cccn3c(=O)c2/C=C(\C#N)C(=O)NC2CCS(=O)(=O)C2)c1 (stereo not given)
    -14%	1.2%	-15%	11%	i	-0.7	27%	-8%	1%
COc1cccc(CN2CCC2(C)C(=O)Nc2ccc3c(c2)OCO3)c1F (stereo not given)
    -3%	0.0%	nt	-2%	i	1.4	nt	17%	nt
CCOc1ccccc1C(=O)Nc1nncs1
    -4%	0.2%	-10%	-22%	i	1.4	-29%	5%	1%
O=C(CSc1nc2ccccc2s1)Nn1cnnc1
    16%	-0.2%	10%	24%	i	3.9	11%	2%	-1%
COc1cccc(C(=O)N2CCC(c3nc4ccccc4s3)CC2)c1
    nt	4.9%	2%	?	nt	nt	-11%	nt	nt
CN1CCN(C(=O)c2cc(C(C)(C)C)cc(C(C)(C)C)c2)CC1
    -6%	-0.7%	-7%	-9%	i	-1.6	-3%	3%	0%
COc1ccc(N2CCN(C(=O)c3cc(=O)c4cc(C)ccc4o3)CC2)cc1
    2%	-1.2%	0%	0%	i	3.1	?	4%	0%
CCOC(=O)C1CCN(c2c(C(=O)c3ccccc3)cnc3ccc(CC)cc23)CC1
    -22%	-1.0%	-4%	13%	i	0.5	-7%	18%	0%
CC1=C(C(N)=O)C(c2ccccn2)n2nc(SCc3ccccc3)nc2N1 (stereo not given)
    6%	-0.2%	-3%	-4%	i	1.4	3%	-1%	-4%
Cc1ccc(C(C)C)c(OCc2nnc(SCC(=O)Nc3ncc(C)s3)n2C)c1
    0%	2.4%	-18%	3%	i	-0.9	?	3%	0%
CC1Cc2ccccc2N1C(=O)CSc1nnc(Cn2nnc3ccccc32)n1C (stereo not given)
    -2%	-0.6%	2%	-13%	i	0.0	-15%	5%	-1%
CCC(C)Nc1c([N+](=O)[O-])cc(C)cc1[N+](=O)[O-] (stereo not given)
    4%	-0.6%	2%	?	i	-0.7	22%	-8%	-1%
CCc1ccc(CSc2nc(-c3ccccc3F)nc3c2Cc2c(CO)cnc(C)c2O3)cc1
    nt	1.9%	11%	3%	nt	nt	27%	nt	nt
CC(=O)NC(CCS(C)(=O)=O)C(=O)Nc1ccc(F)cc1Cl (stereo not given)
    2%	-0.1%	-3%	4%	i	-1.3	-2%	-1%	-1%
O=c1c2c3c(sc2nc2n1CCCC2)CCCC3
    -3%	3.7%	-7%	?	i	-0.8	?	6%	-3%
CCc1ccc(Oc2coc3cc(OC(=O)c4cc5ccccc5oc4=O)ccc3c2=O)cc1
    1%	2.3%	-10%	-7%	i	-0.1	4.6µM*	-5%	0%
CN(C)c1ccc(/C=N/NC(=O)Cn2nnc3ccccc32)cc1
    2%	4.4%	-4%	5%	i	2.2	2%	-7%	-5%
CCOC(=O)C1=C(N)Oc2ccc3ccccc3c2C1c1cccnc1 (stereo not given)
    -16%	-0.2%	-9%	?	i	-1.2	?	1%	1%
COc1cccc(CNc2ncnc3cc(Cl)ccc23)c1
    4%	17%	7%	-9%	i	2.2	?	12%	-2%
COc1ccc(C(CC(=O)NCc2ccccc2Cl)N2Cc3ccccc3C2=O)cc1OC (stereo not given)
    nt	-0.7%	-10%	-9%	nt	nt	19%	nt	nt
CCC(=O)C1CCCN(C(=O)CCc2nnc(-c3ccc(C(C)=O)s3)o2)C1 (stereo not given)
    7%	3.3%	-4%	3%	i	-1.0	?	-4%	-2%
Cc1ccc(S(C)(=O)=NC(=O)NC(=O)c2c(Cl)cccc2Cl)cc1 (stereo not given)
    -2%	-0.1%	1%	3%	i	-0.8	2%	9%	0%
CCCCN(CC)C(=O)Cn1c(=O)sc2ccccc21
    0%	-0.5%	9%	-7%	i	-13	6%	12%	-2%
O=C(C1CCN(S(=O)(=O)c2ccccc2)CC1)N1CCCCCC1
    -3%	-0.3%	0%	-9%	i	2.1	-10%	-1%	-8%
COc1ccc(Cn2cc(C(=O)c3ccc(Cl)cc3)c(=O)c3cc4c(cc32)OCO4)cc1
    nt	-0.1%	?	?	nt	nt	?	nt	nt
COc1cc2oc(=O)ccc2cc1-c1c(OC)ccc2ccc(=O)oc12
    -14%	-0.7%	-11%	10%	i	-0.2	-6%	3%	-1%
COc1ccccc1-n1c(C)nnc1SCC(=O)Nc1cc(C)cc(C)c1
    6%	0.2%	-4%	8%	i	-5.8	-15%	-3%	nt
O=C(Cn1cnc2c(nnn2Cc2ccc(Cl)cc2)c1=O)NCC1CCCO1 (stereo not given)
    -3%	0.0%	-1%	?	i	-2.3	10%	-3%	1%
Cc1cccc(OCC(=O)N/N=C\C=C\c2ccc3c(c2)OCO3)c1C
    -4%	-0.6%	-2%	?	i	-0.3	?	-12%	-3%
CCCc1ccc(OCC(O)CN2CCCC2)cc1 (stereo not given)
    3%	0.1%	7%	1%	i	-0.4	-4%	4%	0%
CCOC(=O)Cn1cnc([N+](=O)[O-])n1
    13%	-0.3%	-6%	-18%	i	-3.8	14%	0%	nt
CCN(CC)CC(=O)Nc1c(C)cc(C(C)(C)C)cc1C
    -6%	0.4%	0%	0%	i	-0.1	26%	0%	0%
CCOc1cc(C2C3=C(CCCC3=O)N(CC(=O)O)C3=C2C(=O)CCC3)ccc1OC
    -3%	0.4%	-18%	2%	i	-0.9	-13%	13%	0%
CC(C)=CC(=O)N1CCC(n2nccc2NC(=O)CCc2ccccc2)CC1
    11%	0.4%	5%	-1%	i	0.2	3%	9%	0%
COc1ccc(-c2nnc(SCC(=O)Nc3cc(F)ccc3C)o2)cc1
    7%	0.6%	6%	-19%	i	-1.1	12%	7%	-7%
CC[C@H](C)/C=C/C1=CC2=C(Cl)C(=O)[C@@]3(C)OC(=O)C(C(=O)[C@H](C)[C@@H](C)O)=C3C2=CO1
    ?	?	-25%	?	i	-4.3	-21%	-14%	nt
COc1ccccc1CNC(=O)Cc1c(C)c2cc3c(C)coc3c(C)c2oc1=O
    nt	0.1%	-1%	0%	nt	nt	-4%	nt	nt
O=C(OCc1cn([C@H]2C[C@H](c3ccc(Cl)cc3)N(C(=O)c3cccs3)C[C@@H]2O)nn1)c1ccccc1
    5%	3.5%	nt	3%	i	-1.2	nt	4%	nt
O=C(N/N=C/C1CC=CCC1)c1ccc(Cl)cc1O (stereo not given)
    2%	0.5%	1%	1%	i	0.6	?	-7%	0%
COCCNC(=O)CN1C(=O)COc2ccc(S(=O)(=O)N3CCCCCC3)cc21
    -7%	-0.2%&0.2%	-6%&-6%	3%&0%	i	-3.4	14%&0%	2%	2%
